A549 tox = Nrf2 qHTS screen for inhibitors: counterscreen for cytotoxicity. A549 ARE-Fluc cells, CellTiter-Fluor viability, 18-24 h. Potency, µM (titrated, usually from 46 µM), inactives show at the highest dose activity change, negative = cytotoxicity, hits mostly inhibitors. 390,000 compounds, 0.16% hits. AID 504648, 2011; also: potency is read from the fitted curve at half-maximal effect; % is scaled to controls: 0 for no effect and ±100 for the full control effect
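Cytotoxicity counterscreen: CellTiter-Fluor fluorescence was measured in A549 ARE_Fluc cells after 18-24 h of compound exposure in a concentration series. The subsequent BugLite luminescent read reports ARE-luciferase activity.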
Nrf2 activator = qHTS of Nrf2 Activators | 410,000 compounds, 0.31% hits | Potency, µM (series often up to 46.1 µM), for the others: top-dose activation, usual class: activators | AREc32 ARE-luciferase reporter (MCF7-derived line), luminescence, 24 h; also: potency is read from the fitted curve at half-maximal effect; % of control where 0% means no effect; nearly all actives have a fitted effect of over 65% in size
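Luciferase luminescence (Steady-Glo, 30 min at room temperature) served as the read-out of ARE activation in AREc32 cells treated with compounds for 24 hr at 37 deg C.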
S2 tox = Viability Counterscreen for Primary qHTS for Inhibitors of ATXN expression | Potency, µM (top dose mostly 56.7 µM), actives largely listed as cytotoxic | 400,000 compounds, 0.49% hits | S2 cells (HEK-293 line with an ATXN2-luciferase reporter) viability, CellTiter-Fluor protease fluorescence, 24 h; also: potency is read from the fitted curve at half-maximal effect; nearly all actives have a fitted effect of over 40% in size
Nrf2 block = Nrf2 qHTS screen for inhibitors | 360,000 compounds, 2.1% hits | AID 504444, 2011 | A549 ARE-Fluc reporter, luciferase luminescence, 18-24 h | Potency, µM (series often up to 46 µM), inactives show at the highest dose activity change, negative = inhibition, usual class: inhibitors; also: potency is read from the fitted curve at half-maximal effect; % is scaled to controls: 0 for no effect and ±100 for the full control effect; nearly all actives have a fitted effect of over 60% in size
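Reporter: ARE-Fluc in A549. Exposure: 18-24 h, 37 °C, 5% CO2, 5% FBS OPTI-MEM. Readouts: fluorescent cytotoxicity (CellTiter-Fluor), then luminescent Nrf2 signal after BugLite.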
HepG2 tox = qHTS for Inhibitors of TGF-b: Cytotox Counterscreen | AID 588856, 2011 | Potency, µM (top dose mostly 46.1 µM), for inactives: top-dose activity change, negative = cytotoxicity, hits mostly cytotoxic | HepG2 CAGA-GFP viability, ATP luminescence, 18 h | 410,000 compounds, 0.76% hits; also: potency is read from the fitted curve at half-maximal effect; some results filed as inactive show a strong effect at the top dose
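CellTiter-Glo luminescence gave cytotoxicity after 18 hours at 37 degrees C. The cells were HepG2 CAGA-GFP in 1% FBS DMEM, stimulated with 500 pg/mL TGF-beta after compound addition. %Activity was normalised to no-cell wells (complete cell-killing) and DMSO (no toxicity), and curves were fitted and classified.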
IL2 activator = qHTS of IL-2 Activators; IL-2 activation reporter assay, cell-based qHTS; stimulated with anti-CD3/CD4/CD28 beads; in transgenic mouse T cells; activation, % (series mostly up to about 46 µM); 360,000 compounds, 0.065% hits; AID 652025, 2013; in the data active = activation above about 50%; inconclusive = mostly about 30% to 49%; also: 0% is about no effect
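Unstimulated transgenic mouse T cells, 750 per well, received compound and, after 60 minutes, anti-CD3/anti-CD4 bead plus anti-CD28 stimulation. EGFP and DsRed were quantified after 18 hours.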
ATXN2 expr inh = Primary qHTS for Inhibitors of ATXN expression | 360,000 compounds, 0.72% hits | HEK-293 ATXN2-luciferase reporter, luminescence, 24 h | Potency, µM (series often up to 57 µM), inactives show top-dose activity change, negative = inhibition, usual class: inhibitors | AID 1745845, 2022; also: potency is read from the fitted curve at half-maximal effect; % is scaled to controls: 0 for no effect and ±100 for the full control effect; nearly all actives have a fitted effect of over 55% in size
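ATXN2-luciferase reporter cells (luciferase flanked by upstream and downstream ATXN2 gene portions) were treated 24 h at 37 °C with compounds at up to 57 uM. SteadyGlo luminescence gave expression; GF-AFC fluorescence gave viability.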
TGFb inhibitor = qHTS for Inhibitors of TGF-b; 410,000 compounds, 1.2% hits; HepG2 CAGA-GFP TGF-b/SMAD3 reporter, GFP fluorescence, 18 h; TGF-beta stimulated, 500 pg/mL final; Potency, µM (top dose mostly 46.1 µM), without a hit: top-dose activity, negative = inhibition, hits mostly inhibitors; also: potency is read from the fitted curve at half-maximal effect; % is scaled to controls: 0 for no effect and ±100 for the full control effect; nearly all actives have a fitted effect of over 65% in size
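First, reporter cells (HEPG2 CAGA-GFP) rested 2 h at 37 degrees C. Next, compounds were pinned in and TGF-beta added to 500 pg/mL final. After 18 h, GFP was imaged per cell and summed per well.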
EPAC2 agonist = qHTS for Agonist of cAMP-regulated guanine nucleotide exchange factor 4 (EPAC2): primary screen; Rap guanine nucleotide exchange factor 4 (Homo sapiens), Q8WZA2; EPAC2 activation, biochemical qHTS; response scale: 100% = 6.5 mM cAMP response; Potency, µM (titrated, usually from 154 µM), for the others: top-dose activation, most hits filed as activators; 360,000 compounds, 0.079% hits; also: potency is read from the fitted curve at half-maximal effect; nearly all actives have a fitted effect of over 50% in size
Target sequence (Q8WZA2 whole entry, looked up): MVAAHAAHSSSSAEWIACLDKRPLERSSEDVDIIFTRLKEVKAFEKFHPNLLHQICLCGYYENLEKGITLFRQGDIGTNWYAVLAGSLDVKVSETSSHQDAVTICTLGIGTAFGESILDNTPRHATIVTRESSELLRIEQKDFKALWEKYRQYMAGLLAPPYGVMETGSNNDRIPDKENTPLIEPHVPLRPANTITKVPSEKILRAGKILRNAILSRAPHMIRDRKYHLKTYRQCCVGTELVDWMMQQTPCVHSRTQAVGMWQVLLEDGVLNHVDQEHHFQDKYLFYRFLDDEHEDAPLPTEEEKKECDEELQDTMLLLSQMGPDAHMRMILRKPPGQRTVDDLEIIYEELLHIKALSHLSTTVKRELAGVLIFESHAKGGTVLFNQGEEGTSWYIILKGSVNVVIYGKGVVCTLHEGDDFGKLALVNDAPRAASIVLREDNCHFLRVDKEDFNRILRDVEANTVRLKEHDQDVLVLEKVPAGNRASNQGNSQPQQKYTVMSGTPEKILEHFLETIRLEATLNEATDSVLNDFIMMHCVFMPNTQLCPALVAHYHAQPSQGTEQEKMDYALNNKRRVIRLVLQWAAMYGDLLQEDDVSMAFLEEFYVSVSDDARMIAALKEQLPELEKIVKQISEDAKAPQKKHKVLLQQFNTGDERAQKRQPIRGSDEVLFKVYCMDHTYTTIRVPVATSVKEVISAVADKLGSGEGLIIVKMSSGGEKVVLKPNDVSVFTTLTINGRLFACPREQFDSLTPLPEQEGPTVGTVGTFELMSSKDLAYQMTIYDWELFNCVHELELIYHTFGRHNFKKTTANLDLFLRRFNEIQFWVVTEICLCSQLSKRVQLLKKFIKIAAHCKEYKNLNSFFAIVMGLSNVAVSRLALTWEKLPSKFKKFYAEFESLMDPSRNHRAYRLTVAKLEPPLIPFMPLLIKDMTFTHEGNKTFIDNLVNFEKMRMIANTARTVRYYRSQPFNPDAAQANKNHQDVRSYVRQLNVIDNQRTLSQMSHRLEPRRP
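Compounds were titrated in qHTS against a Rap1B-BODIPY-GDP (250 nM) complex with EPAC2 (100 nM) and GDP (50 uM). BODIPY-GDP release tracked at 480/540 nm over 30 min at room temperature, normalized to 6.5 mM cAMP.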
* marks the source's active call; other numbers are inactive results; & = joins results of further samples; [ ] = another dose, or the depositor's remark. Unless noted, calls follow the shape of the dose curve; as a rule, active = well fitted curve in the direction sought with a large enough effect; inconclusive = small, poorly fitted or top-dose-only effect, or another doubt; inactive = no such curve, though single readings can be large; an effect the other way counts as inactive or inconclusive.

`COc1cc(NC(=O)CSCC(=O)Nc2cc(OC)cc(OC)c2)cc(OC)c1` gave A549 tox 0.0%, Nrf2 activator 1.8%, S2 tox inactive, Nrf2 block -1.5%, HepG2 tox -2.9%, IL2 activator -1.9, ATXN2 expr inh -2.9%, TGFb inhibitor -0.5% and EPAC2 agonist 13.2%.
S=c1[nH]c2cc3ccccc3cc2[nH]1 was read as A549 tox inconclusive, Nrf2 activator 20.8%, S2 tox inactive, Nrf2 block inconclusive, HepG2 tox -24.9%, IL2 activator 27.5, ATXN2 expr inh 69.1%[activator], TGFb inhibitor 4.2% and EPAC2 agonist 3.2%.
COc1ccc(NC(=O)CCN2C(=O)c3cccc([N+](=O)[O-])c3C2=O)cc1 was read as A549 tox -4.7%, Nrf2 activator -0.3%, S2 tox inactive, Nrf2 block 1.1%, HepG2 tox 10.8%, IL2 activator -0.6, ATXN2 expr inh -15.4%, TGFb inhibitor 14.8% and EPAC2 agonist -3.2%.
Screening O=c1[nH]c2ccc(NC(=S)NCc3ccccc3)cc2[nH]1 returned A549 tox -4.5%, Nrf2 activator 4.1%, S2 tox inactive, Nrf2 block -9.7%, HepG2 tox 23.0%, IL2 activator 1.2, TGFb inhibitor -2.6% and EPAC2 agonist -2.2%.
Screening O=C(c1ccccc1[N+](=O)[O-])N1CCc2ccccc2C1 returned A549 tox -3.5%, Nrf2 activator -0.1%, S2 tox inactive, Nrf2 block -5.4%, HepG2 tox 3.1%, IL2 activator -1.2, ATXN2 expr inh 5.5%, TGFb inhibitor -34.4% and EPAC2 agonist 4.4%.
Cc1ccc(S(=O)(=O)N2C[C@H]3N(C(=O)OC(C)C)N(C(=O)OC(C)C)C[C@H](OC(=O)NCc4ccccc4F)[C@@]3(O)C2)cc1 was read as Nrf2 activator -0.3%, S2 tox inconclusive, HepG2 tox -15.5%, IL2 activator -1.9, ATXN2 expr inh -20.8%, TGFb inhibitor -20.7% and EPAC2 agonist 2.5%.
`Cc1cccc(N2CCN(C(=O)CCc3nc4ccccc4[nH]3)CC2C)c1` (stereo not given) gave A549 tox -4.8%, Nrf2 activator 0.0%, S2 tox inactive, Nrf2 block -23.9%, HepG2 tox -7.1%, IL2 activator -1.7, ATXN2 expr inh inconclusive, TGFb inhibitor -14.3% and EPAC2 agonist 1.2%.
CCOc1cc(/C=C2\NC(=S)N(C)C2=O)ccc1OCc1ccc(C(=O)O)cc1 was read as A549 tox inconclusive, Nrf2 activator -1.1%, S2 tox inactive, Nrf2 block -42.5%, HepG2 tox -10.6%, IL2 activator 0.7, TGFb inhibitor -0.5% and EPAC2 agonist -1.7%.
O=C(CCS(=O)(=O)c1ccc(Cl)cc1)Nc1nnc(-c2ccco2)o1 was read as A549 tox 2.0%, Nrf2 activator inconclusive, S2 tox inactive, Nrf2 block 10.5%, HepG2 tox -14.7%, IL2 activator -0.9, ATXN2 expr inh 17.7%, TGFb inhibitor -28.7% and EPAC2 agonist 2.7%.
`CS(=O)(=O)N(CC(=O)N1CCOCC1)c1ccccc1` gave A549 tox 6.1%, Nrf2 activator 0.0%[9.22 µM], S2 tox inactive, Nrf2 block 8.4%, HepG2 tox -2.1%, IL2 activator -1.6, ATXN2 expr inh 5.7%, TGFb inhibitor -4.6% and EPAC2 agonist 3.3%.
Cc1cccc(NC(=O)c2ccc(-n3ccnc3)nc2)c1 was read as Nrf2 activator -0.1%, S2 tox inactive, Nrf2 block inconclusive, HepG2 tox 5.0%, IL2 activator -1.5, ATXN2 expr inh -2.0%, TGFb inhibitor 11.9% and EPAC2 agonist -13.8%.
`COc1ccc(N2CCOCC2)c(NC(=O)c2cccc3ccccc23)c1` gave A549 tox 5.7%, Nrf2 activator -0.6%, S2 tox inactive, Nrf2 block -13.5%, HepG2 tox -5.9%, IL2 activator -0.7, TGFb inhibitor -4.1% and EPAC2 agonist 23.5%.
Screening Cc1cc(=O)oc(C)c1C(=O)OCC(=O)c1ccc(Cl)cc1 returned A549 tox -1.8%, Nrf2 activator 3.1%, S2 tox inactive, HepG2 tox 0.2%, IL2 activator -1.4, ATXN2 expr inh 12.6%, TGFb inhibitor 28.1% and EPAC2 agonist -2.3%.
`Cc1cc(Br)ccc1NC(=O)CCSc1ccccc1` gave A549 tox 1.6%, Nrf2 activator 0.4%, S2 tox inactive, Nrf2 block -9.0%, HepG2 tox -22.9%, IL2 activator -0.1, ATXN2 expr inh 3.5%, TGFb inhibitor 0.0% and EPAC2 agonist 9.2%.
`COCCNc1nc(Oc2ccc(CC(=O)OC)cc2)c2sc(-c3ccccc3)cc2n1` gave Nrf2 activator 0.5%[9.22 µM], S2 tox inactive, HepG2 tox -44.6%, IL2 activator -0.6, ATXN2 expr inh -4.5%, TGFb inhibitor 26.5% and EPAC2 agonist 7.7%.
CC(C)(C)OC(=O)N[C@H](C(=O)OC(C)(C)C)c1ccc2c(c1)OCO2 was read as A549 tox -9.1%, Nrf2 activator -0.6%, S2 tox inactive, Nrf2 block -17.8%, HepG2 tox -27.9%, IL2 activator 0.0, ATXN2 expr inh -0.6%, TGFb inhibitor -4.7% and EPAC2 agonist 3.0%.
`Cc1ccc2c(c1)C(=O)CC1(CCCCCC1)O2` gave A549 tox -3.7%, Nrf2 activator -1.0%, S2 tox inactive, Nrf2 block 11.0%, HepG2 tox -1.7%, IL2 activator 0.1, ATXN2 expr inh 5.2%, TGFb inhibitor -5.5% and EPAC2 agonist 4.1%.
CC(=O)Nc1ccc(S(=O)(=O)Nc2ccc(-c3ccc4nnc(C)n4n3)cc2)cc1 was read as A549 tox -1.6%, Nrf2 activator 0.9%, S2 tox inactive, Nrf2 block 16.5%, HepG2 tox 1.1%, IL2 activator 0.6, ATXN2 expr inh -6.6%[11.3 µM], TGFb inhibitor -2.1% and EPAC2 agonist 0.7%.
For COc1ccc(N2C(=O)C3CC(C)=C(C)CC3C2=O)c(OC)c1 (stereo not given) the results were A549 tox -2.3%, Nrf2 activator -0.3%, S2 tox inactive, Nrf2 block 7.6%, HepG2 tox 10.8%, IL2 activator -0.6, ATXN2 expr inh -23.0%, TGFb inhibitor -7.9% and EPAC2 agonist -0.2%.
Cc1cc(C)c2c3c(cn2n1)c(=O)n(C)c(=O)n3C was read as A549 tox -3.8%, Nrf2 activator -0.7%, S2 tox inactive, Nrf2 block 10.7%, HepG2 tox -1.0%, IL2 activator -0.1, ATXN2 expr inh 3.8%, TGFb inhibitor -6.7% and EPAC2 agonist -6.1%.
`N#Cc1ccccc1S(=O)(=O)N1CCN(c2nc(-c3ccccc3)nc3ccccc23)CC1` gave A549 tox 1.4%, Nrf2 activator 11.6%, S2 tox inactive, Nrf2 block -8.1%, HepG2 tox 3.0%&-6.4%, IL2 activator -2.5, TGFb inhibitor 2.2%&-5.3% and EPAC2 agonist 6.9%.
For Cc1ccc(S(=O)(=O)N(C)C[C@H]2Oc3ccc(NC(=O)Nc4c(C)noc4C)cc3CC(=O)N([C@@H](C)CO)C[C@@H]2C)cc1 the results were A549 tox 6.2%, Nrf2 activator -0.9%, S2 tox inactive, Nrf2 block -1.3%, HepG2 tox -1.1%, IL2 activator -1.4, ATXN2 expr inh 8.3%, TGFb inhibitor 6.6% and EPAC2 agonist -7.5%.
For CN(CC(=O)Nc1ccccc1C(F)(F)F)C(=O)c1cccc(-n2cccc2)c1 the results were A549 tox 0.8%, Nrf2 activator -0.7%, S2 tox inactive, Nrf2 block 9.3%, HepG2 tox -66.7%, IL2 activator 2.9, ATXN2 expr inh -5.1%, TGFb inhibitor 5.7% and EPAC2 agonist 1.3%.
COc1cccc(NC(=O)CN(C)C(=O)c2ccc(COc3ccccc3)o2)c1 was read as A549 tox -0.6%, Nrf2 activator 0.0%, S2 tox inactive, Nrf2 block 9.7%, HepG2 tox -4.0%, IL2 activator -0.1, TGFb inhibitor -7.8% and EPAC2 agonist 4.0%.
`CC(C)NC(=O)Nc1cccc2c1O[C@H](CN(C)C(=O)NC1CCCCC1)[C@H](C)CN([C@H](C)CO)C2=O` gave A549 tox -2.2%, Nrf2 activator 2.4%, S2 tox inactive, Nrf2 block -3.0%, HepG2 tox -1.0%, IL2 activator -0.7, ATXN2 expr inh -2.2%, TGFb inhibitor 5.7% and EPAC2 agonist -12.4%.
CN1C(=O)CS(=O)c2ccc(C(=O)NCCC3=CCCCC3)cc21 (stereo not given) was read as A549 tox 0.5%, Nrf2 activator -1.1%, S2 tox inconclusive, Nrf2 block -8.5%, HepG2 tox -1.6%, IL2 activator -3.8, ATXN2 expr inh 0.2%, TGFb inhibitor 1.4% and EPAC2 agonist 6.4%.
`CCn1cnc2c1c(=O)n(CC(=O)Nc1cc(C)on1)c(=O)n2Cc1ccccc1` gave A549 tox 1.4%, Nrf2 activator -0.2%, S2 tox inactive, Nrf2 block 1.6%, HepG2 tox -1.3%, IL2 activator -1.0, ATXN2 expr inh -25.8%, TGFb inhibitor -1.9% and EPAC2 agonist -3.1%.
Screening CC(O)(c1cccc(F)c1)c1nc(-c2cc(F)cc(F)c2)cs1 (stereo not given) returned Nrf2 activator -0.3%[9.22 µM], S2 tox inconclusive, HepG2 tox -64.0%, IL2 activator 1.7, ATXN2 expr inh 0.0%, TGFb inhibitor 11.2µM* and EPAC2 agonist 3.3%.
